# Compound activity from PubChem BioAssay.
# Salmonella PhoP GFP: inhibitors of PhoP regulon expression, primary screen, Salmonella Typhimurium, GFP reporter (AID 1863). inhibition, % at 50 µM; hits with a dose series show IC50 in µM. S. Typhimurium PhoP-regulated promoter GFP reporter, 4 h; higher % means a stronger effect. 0.16% of 300,000 active;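 active = inhibition over 29.93%, a cutoff 3 SD above the screen mean, later confirmed by dose response; inconclusive = inhibition over 29.93% but no dose response follow-up; inactive = inhibition at most 29.93% or unconfirmed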;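 note: 0% = low Mg2+ inducing control and 100% = high Mg2+ repressing control; strong numbers were not always called active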
# Ins promoter up: insulin promoter activators in MIN6 cells, imaging, high-content screening, mouse beta cells. 0.3% of 190,000 active. MIN6 insulin promoter-GFP reporter; stronger effect = higher value. AID 1625, 2009. z-score at 5 µM;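 active = z-score above 3 at 5 µM with at least 500 cells counted in the well; inconclusive = wells under 500 cells, flagged as cytotoxic or low count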
# Large T inhibition: SV40 large T antigen inhibitors, biochemical (AID 1903) | SV40 large T antigen ATPase/helicase inhibition assay; higher % means a stronger effect | one-dose inhibition, % at 20 µM; IC50 in µM for titrated hits | 0.39% of 310,000 active; in the data active = a potency from the dose series; inconclusive = inhibition mostly from about 32% at the one dose, without a potency; inactive = the rest, 99 in 100 with inhibition below about 32%; note: strong numbers were not always called active
# CSM14.1 death rescue: rescue of cells from ER stress-induced death, primary screen, 384-well, CSM14.1, thapsigargin, ATP luminescence (AID 1222); CSM14.1 thapsigargin-induced death rescue, ATP luminescence; higher % means a stronger effect; 190,000 tested, under 10 active; one-dose cellular ATP content (survival), % at 20 µM; EC50 in µM for titrated hits;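 active = EC50 below 50 µM in the dose-response confirmation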;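 note: death triggered by thapsigargin at about 15 µM added after 2 h compound pretreatment; cell ATP read after overnight thapsigargin exposure of roughly 18 to 22 hours; normalized against plate controls of thapsigargin alone and 5% DMSO vehicle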
# RSV antiviral HEp-2: RSV antiviral activity via CPE protection, HEp-2 cells, primary 10 µM value included (AID 2391) | HEp-2 cells, RSV-induced CPE inhibition; higher % means a stronger effect | 0.13% of 310,000 active | CPE inhibition, % at 10 µM, or IC50 in µM where a hit was titrated; in the data active = a potency from the dose series; inconclusive = CPE inhibition mostly from about 23% at the one dose, without a potency; inactive = the rest, 99 in 100 with CPE inhibition below about 21%; note: strong numbers were not always called active
# West Nile virus CPE: West Nile virus antiviral activity, cell-based, CPE readout (AID 1621); West Nile virus-infected cells, CPE inhibition; higher % means a stronger effect; CPE inhibition, % at 10 µM, or IC50 in µM where a hit was titrated; 0.02% of 290,000 active; in the data active = a potency from the dose series; inconclusive = CPE inhibition mostly from about 3.7% at the one dose, without a potency; inactive = the rest, 99 in 100 with CPE inhibition below about 2.2%; note: strong numbers were not always called active
# human PMI inhibitors: human PMI inhibitors, high substrate, primary screen, biochemical, fluorescence intensity, high mannose 6-phosphate (AID 1220); Mannose-6-phosphate isomerase (Homo sapiens); recombinant PMI enzyme, coupled fluorescence intensity; higher % means a stronger effect; inhibition, % at 20 µM, or IC50 in µM where a hit was titrated; 0.66% of 190,000 active
# TNAP activation fold: human TNAP enzyme activators, primary screen, biochemical, luminescent, no phosphate acceptor, uHTS (AID 1001). Alkaline phosphatase, tissue-nonspecific isozyme (Homo sapiens). purified TNAP, luminescent activation assay, no phosphate acceptor; higher activation fold means a stronger effect. one-dose activation fold at 20 µM; EC50 in µM for titrated hits. 0.03% of 200,000 active; in the data active = activation fold from about 3, or a potency from the dose series; inactive = the rest, 99 in 100 with activation fold below about 1.6; note: many of its hits are not listed in these tables
# human PMI inhibition: inhibitors of human PMI, primary screen, biochemical, fluorescence intensity, coupled assay (AID 1209); purified PMI enzyme, coupled fluorescence intensity; higher % means a stronger effect; one-dose inhibition, % at 20 µM; IC50 in µM for titrated hits; 0.42% of 190,000 active;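 note: plate controls were DMSO vehicle for no effect and wells lacking substrate for full effect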
# Ins promoter up cell count: also measured in Ins promoter up; calls as there; cell count; measured here: cytotoxicity, nuclei count;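 total cells summed across four imaged fields per well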
# * marks the source's active call; other numbers are inactive results; ? = inconclusive; . = no result given. Cut-off read from the data, not from the text of the source, unless noted: active = inhibition above about 50%; inactive = the rest.
Compound,TNAP activation fold,Salmonella PhoP GFP,RSV antiviral HEp-2,CSM14.1 death rescue,human PMI inhibition,West Nile virus CPE,Large T inhibition,Ins promoter up,human PMI inhibitors,Ins promoter up cell count
COc1ccc2cc3cc(C(=O)NCCN4CCc5ccccc5C4)sc3nc2c1,1.1,5.8%,4.0%,-2.5%,9.1%,-0.9%,6.4%,-0.05,3.8%,1185
COc1ccccc1N1CCN(S(=O)(=O)c2cn(C)c(=O)n(C)c2=O)CC1,1.1,-0.1%,0.9%,-3.4%,11.3%,0.0%,0.7%,0.14,2.2%,1743
CN(C)S(=O)(=O)c1cccc(NC(=S)N/N=C/c2ccco2)c1,.,-1.4%,1.4%,.,.,0.5%,16.5%,-0.28,.,1161
O=C(Cc1ccccc1)Nc1ccc(C(=O)Nc2ccccc2C(=O)O)cc1,.,-7.0%,1.9%,.,.,0.1%,3.4%,.,.,.
CC(=O)Nc1ccc(S(=O)(=O)NCCc2ccc(F)cc2)cc1,0.9,1.1%,0.8%,-0.8%,-8.7%,-0.5%,1.3%,0.11,1.2%,1640
COCCCNC(=O)/C(C#N)=C/c1c(N2CCN(C)CC2)nc2ccccn2c1=O,.,17.8%,1.6%,.,.,-0.2%,-3.8%,.,.,.
O=C(CCCNS(=O)(=O)c1cccc2nsnc12)NCCc1ccccc1,1.1,-4.6%,-0.3%,-0.2%,-0.5%,-0.3%,-0.5%,.,-2.8%,.
NCCNCCNCCN,1.1,1.6%,0.0%,-1.3%,-15.5%,0.1%,0.4%,.,-9.6%,.
CC(C)C(NC(=O)/C=C/c1ccc(F)cc1)C(C)C,1.1,2.7%,6.1%,5.6%,7.7%,0.1%,-2.7%,-0.02,8.1%,1392
CC1CN(C(=O)Nc2ccc(F)cc2F)CC(C)O1 (stereo not given),.,-5.4%,1.3%,.,.,-0.7%,18.7%,.,.,.
CN(Cc1ccccc1)S(=O)(=O)c1ccc(OCC(=O)NCc2ccncc2)cc1,.,10.0%,-0.9%,.,.,-0.9%,-23.9%,.,.,.
CCONc1ncnc2nonc12,1,0.4%,1.8%,-2.4%,5.1%,-0.4%,7.6%,0.3,9.5%,1340
O=C(Cc1ccsc1)N1CCN(S(=O)(=O)c2cc(C(F)(F)F)cc(C(F)(F)F)c2)CC1,.,-2.3%,1.1%,.,.,-1.4%,6.3%,.,.,.
CCOC(=O)c1[nH]ncc1CN1CCN(Cc2ccc(C)cc2)C(CCO)C1 (stereo not given),1.1,-1.7%,-0.3%,-0.5%,5.3%,-0.1%,0.7%,0.47,1.6%,1464
Cn1c(SCC(=O)C(C)(C)C)nnc1-c1cccnc1,1.1,10.6%,1.5%,-0.9%,-0.1%,-0.2%,14.4%,0.55,6.1%,1154
C=C(C)CNC(=S)N/N=C/c1c(F)cccc1F,1.1,2.9%,4.0%,0.0%,-2.0%,-0.9%,4.2%,-0.16,6.5%,1216
Cc1ccc(NC(=O)Cn2c(=O)cnc3ccccc32)cc1S(=O)(=O)N(C)C,1,13.7%,9.2%,0.4%,5.6%,-0.9%,-0.1%,-0.08,3.6%,1322
COCC(=O)n1nc(-c2ccccc2)nc1NCc1ccc(N(C)C)cc1,0.6,-6.1%,1.7%,1.3%,-4.0%,-0.2%,6.1%,0.38,10.8%,1571
CCCCOC(=O)Nc1cccc(Cl)c1C,1.1,-1.1%,0.6%,-1.0%,4.1%,0.5%,1.2%,-0.2,-5.0%,982
COc1ccc(/C=N\Nc2ccccn2)c(OC)c1,.,-3.2%,1.2%,.,.,-0.8%,13.1%,.,.,.
O=C(Nc1ccc2c(c1)OCCO2)c1cccs1,1,9.6%,0.8%,-5.0%,17.7%,-0.3%,18.2%,0.22,12.3%,1543
Cn1c(=O)[nH]c(=O)c2c1nc(N(CCO)Cc1ccccc1)n2CCCc1ccccc1,1.2,2.6%,1.1%,-0.3%,-1.9%,.,5.1%,-1.05,5.2%,977
COc1cc(CCN2C(=O)c3cccc4cccc(c34)C2=O)c(S(=O)(=O)NCCCO)cc1OC,1.1,-10.1%,0.9%,-3.2%,11.6%,1.1%,-0.2%,0.31,19.5%,1164
CCCCCC1CC(=O)N(Cc2ccc(Cl)cc2)C(=O)N1 (stereo not given),1.1,0.0%,3.6%,-0.4%,2.7%,-0.5%,-0.6%,-0.45,0.8%,1425
CCn1c(COc2ccccc2)nnc1SCC(=O)Nc1ccc2c(c1)OCCO2,1.1,-10.2%,2.3%,-1.7%,9.1%,1.2%,4.8%,0.8,1.2%,1243
COC(=O)c1c(C)oc2ccc(N(C(=O)Oc3ccccc3)S(=O)(=O)c3ccc(Cl)c([N+](=O)[O-])c3)cc12,1,-8.9%,-0.6%,-3.0%,11.9%,-1.1%,5.5%,.,1.9%,.
CS(=O)(=O)N1CCN(c2ccc(NC(=O)Cc3ccccc3)cc2)CC1,1,-10.6%,-0.6%,-1.9%,5.6%,0.2%,12.3%,.,5.9%,.
O=C(N/N=C/c1c[nH]c2ccccc12)c1ccn(Cc2ccc(Cl)cc2)n1,1.1,-1.5%,1.4%,1.5%,5.0%,-0.2%,0.8%,-0.04,1.6%,1640
CN(CC(=O)NCc1ccncc1)S(=O)(=O)c1ccc(Br)cc1,.,7.5%,-0.3%,.,.,-0.8%,7.1%,.,.,.
COc1ccccc1NC(=O)N1CCC(c2nc3cc(C)c(C)cc3[nH]2)CC1,1.1,2.0%,1.9%,-2.9%,-22.4%,?,-1.1%,.,-14.6%,.

# Fetched one by one from the entries so far:
Compound,TNAP activation fold,Salmonella PhoP GFP,RSV antiviral HEp-2,CSM14.1 death rescue,human PMI inhibition,West Nile virus CPE,Large T inhibition,Ins promoter up,human PMI inhibitors,Ins promoter up cell count
O=C(Nc1ccc2c(c1)OCCO2)c1cccs1,1,9.6%,0.8%,-5.0%,17.7%,-0.3%,18.2%,0.22,12.3%,1543
CCCCOC(=O)Nc1cccc(Cl)c1C,1.1,-1.1%,0.6%,-1.0%,4.1%,0.5%,1.2%,-0.2,-5.0%,982

# Further structures follow:
Compound,TNAP activation fold,Salmonella PhoP GFP,RSV antiviral HEp-2,CSM14.1 death rescue,human PMI inhibition,West Nile virus CPE,Large T inhibition,Ins promoter up,human PMI inhibitors,Ins promoter up cell count
Cc1noc(/C=C/N(C)C)c1S(=O)(=O)N1CCN(c2ccc(F)cc2)CC1,.,-0.3%,2.0%,.,.,-0.3%,7.4%,.,.,.
CC(=O)Nc1ccc(-c2csc(NC(=O)C3CC(=O)N(c4ccc5c(c4)OCCO5)C3)n2)cc1 (stereo not given),.,-10.9%,2.9%,.,.,-0.1%,3.4%,-0.26,.,947
COc1ccc(CCN(C(=O)C(F)(F)F)C(C(=O)NC2CCCC2)c2cccs2)cc1OC (stereo not given),1.1,-8.9%,9.8%,3.5%,16.4%,-0.5%,5.6%,1.01,20.8%,1891
CC(C)(C)c1cc(C(C)(C)C)cc(S(=O)(=O)CCc2ccccn2)c1,1,-10.0%,1.2%,4.1%,13.3%,0.2%,13.3%,.,10.9%,.
CCOC(=O)C1=C(C)NC(=O)NC1c1ccc([N+](=O)[O-])o1 (stereo not given),.,-2.7%,0.0%,.,.,0.0%,6.5%,-0.64,.,1338
Cc1cnc(CN(C)C(=O)C2CCC(=O)N(CCc3cccc(F)c3)C2)[nH]1 (stereo not given),.,1.2%,0.6%,.,.,-0.1%,5.4%,.,.,.
Cc1cccc(CCNC(=O)CC2C(=O)NCCN2CC2CCCCC2)n1 (stereo not given),1.2,1.4%,1.5%,1.5%,5.1%,0.1%,22.9%,-0.29,6.2%,1487
CC(C)N1C(=O)C2ON(c3ccccc3)C(c3cccs3)C2C1=O (stereo not given),1.1,2.1%,0.1%,0.6%,3.3%,0.2%,0.6%,0.3,-1.5%,1125
CC1(C)CC(=O)C=C(NCc2ccc(C(=O)O)cc2)C1,.,-8.2%,0.3%,.,.,0.6%,19.3%,0.16,.,1108
COc1c(C)cc(C(=O)C2CCCN(C(=O)Cn3ccc(C)n3)C2)cc1C (stereo not given),1.1,.,-0.3%,2.2%,-2.4%,-1.0%,.,0.1,0.3%,1433
Cc1nc2ccccc2n1S(=O)(=O)N(C)C,1,-0.5%,-0.2%,0.8%,-8.4%,0.2%,3.5%,-0.15,-8.7%,1436
COC(=O)CNC(c1ccccc1)c1cc(Br)ccc1NS(=O)(=O)c1ccccc1 (stereo not given),2,9.2%,8.9%,-1.9%,26.9%,-1.1%,2.0%,-0.33,12.3%,1287
CCOC(=O)C1CCN(C(=O)CCS(=O)(=O)c2ccc3c(c2)CC(C)N3C(=O)CC)CC1 (stereo not given),1,5.3%,2.1%,0.4%,1.7%,0.1%,7.3%,0.24,8.3%,1222
Cc1cc(-c2nnnn2-c2ccc(C(F)(F)F)cc2)no1,.,-4.0%,4.1%,.,.,-0.1%,4.3%,.,.,.
COc1ccc(-c2csc3[nH]c(=S)n(-c4ccccc4)c(=O)c23)cc1OC,1,3.8%,1.4%,-0.4%,16.9%,0.8%,10.7%,-0.74,21.4%,1370
COc1ccc(S(=O)(=O)N2CCC(C(=O)Nc3nccs3)CC2)cc1,.,-4.7%,2.6%,.,.,-0.1%,26.0%,.,.,.
Cn1c(=O)c2c(nc(Br)n2CCSc2nc3ccccc3o2)n(C)c1=O,1,-6.7%,1.7%,-1.2%,-14.5%,.,-2.1%,.,-9.2%,.
CCOC(=O)CSc1nnc(CNC(=O)c2cccc(C)c2)n1C,1.1,-5.5%,0.6%,1.9%,-7.2%,1.1%,12.1%,0.33,-12.1%,1166
Cc1sc(NC(=O)c2cccnc2)nc1-c1ccccc1,1.1,1.5%,2.3%,2.7%,8.8%,0.7%,7.7%,0.36,14.1%,1657
COC(=O)C1=C(C)NC(=O)NC1c1ccccc1Cl (stereo not given),.,-8.9%,1.4%,.,.,-0.3%,2.9%,.,.,.
CN(C(=O)COC(=O)CNS(=O)(=O)/C=C/c1ccccc1)C1CCS(=O)(=O)C1 (stereo not given),1.2,-7.8%,0.5%,-2.7%,-2.5%,0.1%,9.2%,-1.27,-2.6%,1194
COc1ccccc1NC(=O)N1CCCC1C(=O)NC1CCCCC1 (stereo not given),0.8,3.6%,1.4%,-1.2%,-0.3%,0.4%,-1.2%,0.58,3.5%,1762
O=C(COC(=O)C12CC3CC(CC(C3)C1)C2)N1CCN(S(=O)(=O)c2ccccc2)CC1,1,-6.4%,0.7%,0.9%,11.2%,0.3%,6.7%,-1.17,-1.3%,957
CN(C(=O)C1CCCN(S(=O)(=O)c2cccc([N+](=O)[O-])c2)C1)C1CCS(=O)(=O)C1 (stereo not given),1.1,-6.3%,-1.8%,-0.3%,4.2%,0.7%,9.6%,0.79,7.8%,1268
